Screening data (PubChem)
SW480 rereplic = DNA re-replication induction in SW480 cells. SW480 DNA re-replication, Hoechst DNA content imaging, 48 h. Potency, µM (doses to about 46.1 µM), without a hit: at the highest dose re-replication activation, hits mostly activators. 340,000 tested, 1.8% active. AID 624297; further: potency means the concentration at half of the fitted maximal effect; % of control where 0% means no effect; nearly all actives have a fitted effect of over 55% in size
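Image-based read-out: total Hoechst fluorescence of nuclei (405 nm excitation, 500-530 nm emission), with hits raising the fraction of high-intensity nuclei. SW480 colon cells incubated 48 hr with compounds at 37 C.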
ATXN2 expr inh = ATXN2 expression inhibition | HEK-293 ATXN2-luciferase reporter, luminescence, 24 h | Potency, µM (top dose mostly 57 µM), for inactives: top-dose activity change, negative = inhibition, actives largely listed as inhibitors | 360,000 tested, 0.72% active | AID 1745845; further: potency means the concentration at half of the fitted maximal effect; on the % scale 0 is the no-effect control and ±100 the full control effect; nearly all actives have a fitted effect of over 55% in size
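qHTS (up to 57 uM final) was run with 24 h compound exposure of reporter cells at 37 °C. Each well was multiplexed: SteadyGlo luminescence measured ATXN2-luciferase expression after a fluorogenic Gly-Phe-AFC viability readout (25 uM final).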
MCF10A rerep = induces DNA re-replication in MCF 10a normal breast cells; MCF 10A DNA re-replication, Hoechst nuclear intensity, 48 h; Potency, µM (titrated, usually from 46.1 µM), inactives show at the top dose activity, positive = re-replication, usual class: activators; 350,000 tested, 2.9% active; AID 624296; further: potency means the concentration at half of the fitted maximal effect; % of control where 0% means no effect; nearly all actives have a fitted effect of over 50% in size
HT1080NT lethal = kills 2HG-producing HT-1080-NT fibrosarcoma cells; HT-1080-NT fibrosarcoma viability, CellTiter-Glo ATP luminescence, 48 h; Potency, µM (titrated, usually from 46.1 µM), for inactives: at the highest dose activity, negative = less viability, hits mostly cytotoxic; 360,000 tested, 1.6% active; AID 686970;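 further: NT is the 2HG producing partner of a matched IDH1 knockdown line; potency means the concentration at half of the fitted maximal effect; 0% = DMSO-treated cells and -100% = media-only wells without cells; nearly all actives have a fitted effect of over 55% in size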
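Read-out is CellTiter-Glo luminescence after 10 minutes at room temperature, following 48 hours' compound treatment of HT-1080-NT cells (750 cells/well, RPMI, 5% FBS, 37 degrees C).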
HT1080 IDH1KD tx = toxicity to HT-1080 IDH1 knockdown cells (counter line); HT-1080 IDH1 knockdown viability, ATP luminescence, 48 h; Potency, µM (titrated, usually from 46.1 µM), inactives show at the highest dose activity, negative = toxicity, most hits filed as cytotoxic; 360,000 tested, 2% active; AID 686971;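 further: potency means the concentration at half of the fitted maximal effect; 0% = DMSO wells and -100% = cell-free medium wells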
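Assay cells: HT-1080 with IDH1 knockdown, 750 per well, RPMI/5% FBS. Exposure: 48 h at 37 °C following 2 h pre-incubation. Read: CellTiter-Glo luminescence; fitted concentration-response, curve class assigned.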
KB-3-1 tox = KB-3-1 parental cell cytotoxicity. KB-3-1 viability, CellTiter-Glo ATP luminescence, 72 h. Potency, µM (doses to about 46.1 µM), for the others: top-dose activity change, negative = cytotoxic, hits mostly cytotoxic. 400,000 tested, 1.4% active; further: potency means the concentration at half of the fitted maximal effect; on the % scale 0 is the no-effect control and ±100 the full control effect; nearly all actives have a fitted effect of over 60% in size
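Multi-concentration cytotoxicity screen in KB-3-1 cells grown in DMEM lacking phenol red with 10% FBS. After 72 h at 37 °C with compound, ATP-dependent luminescence was recorded.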
IL-1B inflam inh = inhibitors of inflammasome signaling (IL-1 beta secretion). THP-1 LPS/ATP IL-1B secretion, AlphaLISA, 16 h; hits give low values. activity change, % at 57.5 µM. 360,000 tested, 4.7% active; in the data active means activity change below about -50%; inconclusive means mostly about -30% to -49%; further: on the % scale 0 is the no-effect control and ±100 the full control effect
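THP-1 cells pretreated 1 hr with compounds (up to 57.5 uM final), then stimulated with LPS (250 ng/mL final) plus ATP (1.25 mM final); secreted IL-1B measured by AlphaLISA after 16 hr, decreased signal indicating inhibition.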
HepG2 viability = HepG2 cytotoxicity, counter-screen for TGF-b inhibitors. 410,000 tested, 0.76% active. Potency, µM (titrated, usually from 46.1 µM), without a hit: at the highest dose activity change, negative = cytotoxicity, actives largely listed as cytotoxic. AID 588856. HepG2 CAGA-GFP viability, ATP luminescence, 18 h; further: potency means the concentration at half of the fitted maximal effect; some results filed as inactive show a strong effect at the top dose
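CellTiter-Glo luminescence gave cytotoxicity after 18 hours at 37 degrees C. The cells were HepG2 CAGA-GFP in 1% FBS DMEM, stimulated with 500 pg/mL TGF-beta after compound addition. %Activity was normalised to no-cell wells (complete cell-killing) and DMSO (no toxicity), and curves were fitted and classified.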
S2 tox = cell viability loss in ATXN counter-screen | 400,000 tested, 0.49% active | S2 cells (HEK-293 line with an ATXN2-luciferase reporter) viability, CellTiter-Fluor protease fluorescence, 24 h | Potency, µM (titrated, usually from 56.7 µM), actives largely listed as cytotoxic; further: potency means the concentration at half of the fitted maximal effect; nearly all actives have a fitted effect of over 40% in size
* hit, by the source's call; i = inactive; ? = inconclusive; nt = not tested or not shown; [ ] = dose if it differs, or a comment. Unless noted, the call rests on the fitted dose curve; in most records, active means well fitted curve in the direction sought with a large enough effect; inconclusive means small, poorly fitted or top-dose-only effect, or another doubt; inactive means no such curve, though single readings can be large; an effect the other way counts as inactive or inconclusive.

Each structure is followed by: SW480 rereplic	ATXN2 expr inh	MCF10A rerep	HT1080NT lethal	HT1080 IDH1KD tx	KB-3-1 tox	IL-1B inflam inh	HepG2 viability	S2 tox
- COc1cc(CCNC(=O)c2cnn3ccccc23)cc(OC)c1OC
→ ?	-5%	?	?	?	?	20	-1%	i
- Cc1nn(-c2ccccc2)c(CC(C)(C)C(=O)O)c1C(=O)O
→ -2%	-18%	-5%	19%	17%	12%	40	-1%	i
- Cc1ccc(NC(=O)N2CCC(=O)N2)cc1
→ -2%	44%[activator]	1%	-1%	1%	-2%	-24	5%	i
- COCCN(C(=O)CC1CCCCC1)c1c(N)n(CC(C)C)c(=O)[nH]c1=O
→ 5%	8%	2%	4%	0%	-10%	-14	-11%	i
- COc1cccc(Nc2nc(N)c([N+](=O)[O-])c(N3CCOCC3)n2)c1
→ -18%	nt	-1%	10%	5%	8%	16	1%	i
- O=C(O)/C=C/C(=O)Nc1ccccc1-c1ccccc1
→ -7%	10%	-2%	-4%	-2%[9.24 µM]	-1%	-15	-11%	i
- Fc1ccccc1Cc1cn2cc(-c3ccc(Cl)cc3)nc2s1
→ nt	63%[activator]	nt	nt	nt	-2%	nt	6%	i
- CCOC(=O)/C(C)=N/Nc1nc(-c2ccc(NC(C)=O)cc2)cs1
→ -4%	-7%	11%	-21%	-26%	-1%	-24	-42%	i
- CCOC(=O)c1cc(C)n(CCc2ccccc2)c1C
→ -3%[9.22 µM]	21%	16%	27%	11%	0%	?	-16%	i
- C#CCOCCOCCOCCNc1nc(N2CCN(C(=O)[C@H]([C@@H](C)CC)n3cc(CCCN=C(N)N)nn3)CC2)nc(N2CCN(C(=O)[C@H]([C@@H](C)CC)n3cc(CCC(=O)O)nn3)CC2)n1
→ -2%[9.22 µM]	8%	-5%	20%	16%	?	29	11%	i
- C/C(=N\NC(=O)c1c(Cl)c(C)nn1C)c1ccc(NC(=O)c2ccncc2)cc1
→ 0%	0%	3%	0%	-2%	-3%	29	-7%	?
- COc1ccc(NC(=O)C2(c3ccc(NC(=O)c4ccc(C)cc4)cc3)CCCC2)cc1
→ -15%	3%	2%	8%	1%	16%	-4	7%	i
- CC(C)[C@@H]1NC(=O)c2cc([N+](=O)[O-])cc(I)c2NCCC[C@@H](C(=O)NC(CC(=O)O)C(N)=O)NC(=O)[C@H](CO)NC1=O (some centres not stated)
→ 3%	-4%	6%	-2%	-9%	7%	2	6%	i
- COc1cc(NS(=O)(=O)c2ccc(Nc3nc(-c4ccccn4)cs3)cc2)nc(OC)n1
→ ?	-10%[11.3 µM]	-2%	-4%	6%	-4%	11	-1%	?
- C=CCNC(=O)C(=O)NCCCN1CCOCC1
→ -2%	-28%	-1%	-17%	6%	12%	5	-13%	i
- Cc1cccc(OC(=O)c2ccc3c(=O)n4c(nc3c2)CCC4)c1
→ nt	nt	nt	-2%	0%	-1%	-6	-21%	nt
- CCOC(=S)SCc1cn2ccc(C)cc2n1
→ 4%	7%	16µM*	9%	10%	21%	-57*	-41%	?
- COC(=O)c1ccc(NC(=O)C(=O)N2CCCC2)cc1
→ -6%[9.22 µM]	8%	-10%	1%	-3%	15%	18	-3%	i
- Cc1ccc(-c2cnc(C(O)c3ccc(Cl)cc3C)[nH]2)cc1 (configuration not stated)
→ nt	2%	nt	-19%	-21%	0%	-18	-12%	i
- COC(=O)c1ccc(NS(=O)(=O)c2ccc(OC)cc2)cc1
→ -6%	4%	-1%	4%[9.24 µM]	-17%	-5%	-4	-26%	i
- Cc1ccc2oc(-c3cccc(NC(=O)Cc4cccs4)c3)nc2c1
→ 2%	-30%	15µM*	-3%	-1%	-16%	15	15%	i
- CC(CCc1ccccc1)N1CCN(C)CC1 (configuration not stated)
→ 2%	18%	?	3%	5%	-15%	2	8%	i
- Cc1cccc(Cn2c(SCc3ccc(C(=O)NC4CCCC4)cc3)nc3ccncc32)c1
→ nt	2%	nt	nt	nt	-29%	nt	-32%	i
- COc1ccc([C@@H]2[C@@H](C(=O)C(C)(C)C)N3N=Cc4ccccc4[C@@H]3C23C(=O)OC(C)(C)OC3=O)cc1OC
→ 1%	-11%	1%	2%	-6%	-3%	7	1%	i
- O=C(CSc1oc(-c2ccccc2)nc1S(=O)(=O)c1ccc(Br)cc1)NC1CCCCC1
→ nt	10%	nt	nt	nt	5%	nt	16%	i
- COc1ccc(CN(C2CCCC2)S(=O)(=O)c2ccc(-n3cnnn3)cc2)cc1OC
→ -3%	-10%	-4%	0%	-3%	-19%	-6	-14%	i
- FC(F)(F)c1ccc(Sc2nnc(-c3cccs3)n2CC2CCCO2)nc1 (configuration not stated)
→ -6%	-10%	2%	-2%	0%	-2%	-5	-10%	i
- OC[C@@H]1CN(Cc2ccc(Cl)cc2)C[C@H](n2cnc3c(N4CCN(c5ccccc5)CC4)ncnc32)O1
→ nt	?	nt	18µM*	16µM*	?	-18	-17%	?
- CC(C)NC(=O)CSc1nc(-c2cccs2)cc(-c2ccccc2)c1C#N
→ 18%	-21%	?	19%	0%	-1%	19	-19%	?
- O=C(NC1CC1)c1sccc1-n1cccc1
→ -7%	6%	18%	5%	1%	1%	-3	4%	?
- CCOC(=O)C1=C(COC(=O)CCOc2cccc(C)c2)NC(=O)NC1C (configuration not stated)
→ 0%	-2%	12%	1%	-9%	0%	1	-3%	i
- O=C(Nc1cccc(S(=O)(=O)N2CCOCC2)c1)c1cccc(S(=O)(=O)N2CCCCC2)c1
→ 1%	-9%	8%	1%	-4%	-8%	-1	-15%	?
- O=C(Nc1nnc(SCc2ccccc2)s1)c1cccc([N+](=O)[O-])c1
→ nt	7%	?	0%	-10%	12%	-1	-41%	i
- COCCCNC(=S)N(CCCO)Cc1cc2cc3c(cc2[nH]c1=O)OCCO3
→ -20%	-8%	1%	2%	-1%	-8%	25	3%	i
- FC(F)(F)c1ccc(-c2n[nH]c(=S)o2)nc1
→ -7%	5%	12%	11%	2%	0%	11	-2%	i
- COc1cccc(/C=C/C(=O)OCC(=O)c2ccc(Br)cc2)c1
→ nt	nt	nt	6%	-1%	8%	-19	-9%	?
- CCN(CC)S(=O)(=O)c1ccc(O)c(NC(=O)c2cc(-c3cc(OC)c(OC)c(OC)c3)nc3ccccc23)c1
→ ?	-28%	18µM*	?	?	-9%	-22	6%	i
- CCCC1CCC(C(=O)Nn2cnc3ccccc3c2=O)CC1 (configuration not stated)
→ 1%	9%	1%	8%	-9%	-5%	-2	1%	i
- COc1ccccc1NC(=O)c1cc(S(=O)(=O)NCc2ccccc2)ccc1F
→ 106%	-15%[11.3 µM]	?	?	?	?	-1	-2%	i
- CCCN(C(=O)c1ccccc1Cc1ccccc1)C1CCS(=O)(=O)C1 (configuration not stated)
→ -4%	5%	8%	4%	9%	-2%	10	-10%	i
- CSCCC1NC(=O)N(CC(=O)Nc2c(Cl)cc(Cl)cc2Cl)C1=O (configuration not stated)
→ -14%	-1%	-3%	-3%	?	5%	-5	-34%	i
- C=CCNC1=C(Cl)C(=O)N(c2cccc(Cl)c2Cl)C1=O
→ -5%	3%	-1%	16%	7%	8%	28	-5%	i
- CCOC(=O)c1ccc(N2CCN(c3cc(C)ccc3C)CC2)c(N)c1
→ ?	-12%	18µM*	1%	-1%	6%	-13	-15%	?
- O=C(NCCCCc1ccccc1)NC[C@@H]1CC[C@@H](Cc2ccc(-c3ccccc3)cc2)O1
→ -33%[inhibitor]	0%	?	-16%	-21%	?	-13	-26%	i
- CC1=Nc2cc(C(=O)NC3CCCC3)ccc2Sc2ccc(Cl)cc21
→ nt	-28%	nt	nt	nt	3.3µM*	nt	-6%	?
- CCOc1ccc(/C=C/C(=O)NC2CCCCC2)cc1
→ -1%	22%	14%	16%	-2%	-2%	-6	-11%	i
- O=C1c2ccsc2SCCN1Cc1cccc(F)c1
→ -7%	6%	-4%	-7%	-9%	0%	-15	-48%	i
- Cc1nc(-c2ccc(F)cc2)c(CC(=O)N(C)CC(=O)Nc2ccc(Cl)c(C(F)(F)F)c2)s1
→ ?	?	?	?	16µM*	-26%	-20	-82%	i
- Nc1c(C(=O)NCc2cccnc2)sc(=S)n1-c1ccccc1
→ 4%	-12%	10%	0%	9%	-9%	-5	-10%	i
- CC(=O)c1ccc(N2CCN(C(=O)c3nn(C)c4c3CS(=O)(=O)c3ccccc3-4)CC2)cc1
→ 24%	-17%	?	9%	-2%	0%	-10	-6%	i
- O=C1N=C(N2CCCCC2)SC1=C1CCCCC1
→ -6%	38%	0%	2%	9%	-3%	1	-2%	i
- O=C(N/N=C/C=C\c1ccccc1[N+](=O)[O-])c1cccs1
→ -2%	23%	6%	12%	18%	26%	-18	-4%	i
- O=c1c(C=NCCCO)c(-c2ccccc2)[nH]n1-c1nc2ccccc2s1
→ -75%[inhibitor]	nt	-5%	-3%	7%	-11%	-6	-62%	i
- Cc1ccc(S(=O)(=O)N(C)CC(=O)N(C)CCOc2ccccc2)cc1
→ nt	nt	nt	1%	-1%	1%	-6	-28%	i
- CCn1nc(C)c(/C=N/NC(=O)Cc2ccc(Cl)cc2)c1C
→ 3%	26%	0%	-6%	1%	6%	15	-4%	?
